Assay outcomes (PubChem BioAssay)
Pf Dd2 inh – blocks in vitro growth of P. falciparum Dd2. P. falciparum Dd2 growth, SYBR Green, 72 h. Potency, µM (series often up to 28.9 µM), for the others: at the highest dose activity, negative = inhibition, most hits filed as inhibitors. 120,000 compounds, 4.3% hits; active means well fitted inhibition curve with a large enough effect; inconclusive means small, poorly fitted or top-dose-only effect; inactive means no such curve, though single readings can be large or run the other way;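 further: plate controls were DMSO vehicle for no effect and reference drug for full effect; nearly all actives have a fitted effect of over 65% in size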
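Readout: SYBR Green fluorescence, 485 nm excitation, 535 nm emission, after ~16 h lysis at 37C. Before that, Dd2-infected red cells (2.5% hematocrit) grew 72 h with compound, 29 uM top final concentration.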
* marks the source's active call; other numbers are inactive results; i = inactive; ? = inconclusive; [ ] = dose if it differs, or a comment. Potency means the concentration at half of the fitted maximal effect.

# | SMILES | Pf Dd2 inh
1 | CCN1CC(C(=O)N2CCCC(c3ccccc3)(c3ccccc3)C2)CC1=O (configuration not stated) | -8%
2 | COc1ccc(-c2noc(C(=O)O)c2[C@@H](C)NC(=O)c2ccc3c(c2)OCO3)cc1 | -14%[44.1 µM]
3 | CCC(C)NC(=O)C(NC(=O)c1cccc(OC)c1)C1CCN(C(=O)CC(C)(C)C)CC1 (configuration not stated) | ?
4 | Fc1ccc(-c2ccnc3nc(C4CCCO4)nn23)cc1 (configuration not stated) | -9%
5 | CCOc1ccc(CCNC(=O)Cn2c(C)c3cnn(-c4ccccc4)c(=O)c3c2C)cc1 | 31%[activator]
6 | CCNC(=O)Cc1c[nH]c2ncc(-c3ccccc3C)cc12 | 11%[44.1 µM]
7 | CCOC(=O)C1CCC(CN(Cc2cccc(Br)c2)S(=O)(=O)c2ccc(Cl)cc2)CC1 (configuration not stated) | -22%
8 | O=C(NC[C@H]1COCc2nc3cc(F)ccc3n21)C1CC1 | -8%[44.1 µM]
9 | CC(C)N(C(=O)c1cc2c(Cl)nc3ccccc3c2s1)C1CCCCC1 | 21%
10 | CN(CCc1ccccc1)C1(C(=O)N2CCCC(C#N)C2)Cc2ccccc2C1 (configuration not stated) | ?
11 | Cc1c[nH]c(CN2CCn3nc(C(O)Cc4ccccc4)cc3C2)c(C)c1=O (configuration not stated) | -15%
12 | O=C(NC[C@@H]1CCCN1)c1ccc(S(=O)(=O)NCc2ncc[nH]2)cc1 | 3%
13 | O=C(c1ccc(Br)cc1)N1CCc2[nH]nc(C(=O)N3CCOCC3)c2C1 | -14%
14 | CCCCN(C)C(=O)c1cn2ccnc(-c3ccccc3)c2n1 | i
15 | CCN(CC)CCNC(=O)c1ccc2c(c1)N(Cc1ccccc1)C(=O)c1ccccc1S2=O (configuration not stated) | i

More results:
# | SMILES | Pf Dd2 inh
16 | COCCn1c(C)cnc1CC1CCN(C(=O)c2c[nH]c3ccccc23)CC1 | ?
17 | CC(C)c1noc(-c2cn(C3CCN(C(=O)c4ccsc4)CC3)nn2)n1 | i
18 | Cc1nn(C(C)C(=O)NC2CCC(C)CC2)c(=O)c2c1sc1ccccc12 (configuration not stated) | -12%
19 | COCCNC(=O)C1(C)CN(Cc2ccccc2)Cc2ccc(N3CCOCC3)nc21 (configuration not stated) | i
20 | Cc1ccc(C(=O)NC(C(=O)N2CCCCC2)C2CCN(C(=O)c3ccc4c(c3)OCO4)CC2)cc1 (configuration not stated) | -21%
21 | CCN(CC)CCSc1nc2ccccc2c(=O)n1-c1ccc(Cl)cc1 | 7.9µM*
22 | CC1Oc2ccc(NC(=O)c3ccc(F)cc3F)cc2CN(C2CCCc3ccccc32)C1=O (configuration not stated) | ?
23 | CCN1CCN(CC(=O)N2C[C@@H](C(=O)O)[C@H](c3ccccc3OC)C2)CC1 | -12%
24 | O=C(Cn1cnc(S(=O)(=O)N2CCCC2)c1)Nc1cccc(F)c1 | i
25 | COc1ccccc1-c1nnc([C@H]2CCN(CC(C)C)C2)o1 | ?
26 | Cc1ccc(-c2cc3c(=O)n(CCNC(=O)Cc4cccs4)ccn3n2)cc1C | -9%
27 | CCNC(=O)c1coc(COc2ccc3c(c2)C(c2cccc(F)c2)N(C(=O)C(C)C)CC3)n1 (configuration not stated) | 0.71µM*
28 | CC(C)[C@H]1CN(CCS(C)(=O)=O)C[C@@H]1NC(=O)CCn1cncn1 | -8%
29 | N#Cc1ccc(C(=O)N2CCCN(c3cc(-c4ccc(Cl)cc4)[nH]n3)CC2)cc1 | -9%
30 | CCC(c1cccs1)N1C(=O)[C@H]2CN(S(=O)(=O)c3ccc(Cl)cc3)C[C@H]2C1=O (some centres not stated) | -6%

Following part
# | SMILES | Pf Dd2 inh
31 | CC(=O)Nc1cccc(NC(=O)C2(c3cccs3)CCOCC2)c1 | 8%
32 | COc1ccc(Cl)cc1NC(=O)c1c(NCc2cccnc2)sc2c1CCC(C)C2 (configuration not stated) | 8.9µM*
33 | CC(C)C[C@@H](NC(=O)C1=C[C@@H](NC(=O)CC2(CC(=O)O)CCCC2)[C@@H](O)[C@H](O)C1)C(N)=O | 34%[activator]
34 | CC(=O)N1Cc2ccccc2CC2(CCCN2CC2CCOCC2)C1 (configuration not stated) | -11%
35 | COc1ccc([C@@H](NC(=O)c2scc3c2OCCO3)C2CC(O)C2)cn1 (some centres not stated) | -12%
36 | CN1CCc2c([nH]c3ccccc23)C12CCN(C(=O)c1ccccn1)CC2 | ?
37 | COC(=O)CSc1nc2sc3c(c2c(=O)n1-c1ccc(C)cc1)CC(C(C)C)OC3 (configuration not stated) | 1%
38 | Cc1ccc(N(CC(=O)N2CCN(c3cc(Cl)ccc3C)CC2)S(=O)(=O)c2c(C)noc2C)cc1 | ?
39 | COC(=O)[C@@H]1Cc2ncn(Cc3ccc(OC)cc3)c2CN1C(=O)c1cccs1 | i
40 | COc1ccc(CC(=O)NC2CCCc3c2[nH]c2c(Cl)cccc32)cc1 (configuration not stated) | ?
41 | COc1ccc(-c2cn3nc(N4CCCC(C(=O)Nc5ccc(Cl)cc5C)C4)sc3n2)cc1 (configuration not stated) | i
42 | Cc1ccc(NC(=O)[C@H](Cc2ccccc2)N2Cc3ccccc3C2=O)cc1 | i
43 | Cc1cc(C(=O)N2[C@H]3CC[C@@H]2c2cnc(-c4ccc(F)cc4)nc2C3)nn1C | ?
44 | COc1ccc(Cc2nc3nccc(-c4ccc5c(c4)OCCCO5)n3n2)cc1 | -7%
45 | O=C(Nc1cc2c(cc1C(=O)c1cccc(Br)c1)OCCO2)c1ccccc1F | -21%

Next part:
# | SMILES | Pf Dd2 inh
46 | COCC(=O)N[C@H]1CCN(C(=O)COC)[C@H](C(=O)N[C@@H](Cc2cccs2)C(N)=O)C1 | 15%
47 | Cc1ccccc1-c1noc(CNC(C)c2ccc(-n3cncn3)cc2)n1 (configuration not stated) | 2%
48 | COCCNC(=O)C1COC2(CCC(C)CC2)N1C(=O)c1ccccc1C (configuration not stated) | -4%
49 | O=C(NCc1ccccn1)c1ccc2c(c1)n(Cc1cccc(F)c1)c(=O)c1ccnn12 | 5µM*
50 | CNC(C)c1ccc(OC(F)(F)F)cc1 (configuration not stated) | 2%[76.6 µM]
51 | c1cc(-c2ccc(CN3CCC4(CCNCC4)C3)o2)[nH]n1 | -7%
52 | Cc1ccc(NC(=O)CCSc2nc(-c3ccco3)cc(C(F)(F)F)n2)cc1F | 0.79µM*
53 | COc1ccc(-c2noc(CCC(=O)Nc3cccc(C)c3C)n2)cc1OC | 17%
54 | COc1ccc(C(=O)N2[C@@H]3CC[C@H]2CC(NC(=O)c2ccncc2)C3)c(OC)n1 (some centres not stated) | i
55 | CC(C)(C)c1ccc(C(=O)N2CCC3(CC2)N=C(c2ccccc2)NO3)cc1 | ?
56 | CCc1ccc(NC(=O)CSc2nc3n[nH]c(C)c3c(=N)n2-c2ccc(C)cc2)cc1 | ?
57 | O=C(c1ccco1)N1CCN(C(=O)c2nnn3c2COC(c2ccccc2)C3)CC1 (configuration not stated) | i
58 | COc1ccccc1CCC(=O)N1CCC(Cc2nc(-c3ccc(F)cc3)no2)CC1 | -25%
59 | O=C(Nc1cc(F)c(F)c(F)c1)N1CC2CC(C1)[C@H]1CCCC(=O)N1C2 (some centres not stated) | 8%
60 | O=C(NCc1ccccc1F)c1nc2sccn2c1Br | ?

Next section:
# | SMILES | Pf Dd2 inh
61 | COc1ccc(-c2ccc3c(n2)CN(C)C(=O)CO3)cc1 | -28%[44.1 µM]
62 | Cc1cccc(C(=O)N2CCOc3ccc(CCC(N)=O)cc3C2)c1 | -18%
63 | COCCN1Cc2[nH]nc(-c3ccc(OC)c(OC)c3)c2CC1=O | i
64 | Cc1ccc(C)c(-n2nnc(-c3nc(-c4ccccc4C)no3)c2C)c1 | -22%
65 | CS(=O)(=O)N1CCCC(C(=O)N2CCOCC2)CCNC(=O)CC1 (configuration not stated) | 39%
66 | CCc1nc2c(=O)n(CC(=O)NCc3ccc4c(c3)OCO4)nc(C)c2s1 | 7%
67 | CCCCCOc1ccc(/C=C/C(=O)Nc2sc3c(c2C(=O)OCC)CCC3)cc1OC | 19%
68 | CC(C)c1noc(-c2ccn3c(CNC(=O)c4ccc(F)c(Cl)c4)nnc3c2)n1 | 2%
69 | COc1ccc(C(=O)N[C@@H]2CCC[C@@H]2C(=O)N2CCC(Cc3ccccc3)CC2)cc1 | -25%
70 | CC(C)CNC(=O)N1CCCC(c2nc(C(C)C)no2)CCNC(=O)CC1 (configuration not stated) | 47%[activator]
71 | COc1ccc(-c2nnc3n2CCN(C(=O)Cc2cccc(Cl)c2)C3)cc1 | i
72 | CCc1nc(-c2c3n(c(=O)n(Cc4ccc(C)cc4)c2=O)CCCC3)no1 | -20%
73 | CN[C@@H](CO)C(=O)N1CCC(c2cc(Cc3ccccc3)[nH]n2)CC1 | -15%
74 | COc1ccccc1NC(=O)CSC1=Nc2ccccc2C2=NC(Cc3ccccc3)C(=O)N12 (configuration not stated) | -10%
75 | Cc1cc(Cl)ccc1NC(=O)Cn1nnc2sc(-c3ccccc3)cc2c1=O | i

Additional results follow:
# | SMILES | Pf Dd2 inh
76 | Cc1ccccc1-c1nc(CS(=O)(=O)CC(=O)NC(C)c2ccccc2)c(C)o1 (configuration not stated) | -1%
77 | CC(C)Oc1ccc(CNC(=O)CCCn2c(=O)c3cccn3c3ccccc32)cc1 | -13%
78 | O=C(NCc1ccco1)C1CCc2sc(C(=O)N3CCCCCC3)cc2C1 (configuration not stated) | ?
79 | O=C(CCn1cccn1)N1C[C@H](c2cccc(F)c2F)[C@@H]2[C@H]1C1CCN2CC1 | -22%
80 | O=C1NC(=NC2CCCC2)C2(CCN(Cc3ccccc3)C2)N1c1cc(F)cc(F)c1 (configuration not stated) | 1.4µM*
81 | O=C(Cc1ccc(F)cc1)N1CCC(c2n[nH]c(=O)n2Cc2ccc(F)cc2)CC1 | -12%
82 | Cc1ccc(C)c(-c2[nH]ncc2CN2CCCC(CO)(CCc3ccccc3)C2)c1 (configuration not stated) | ?
83 | Cc1cc(C)n(CC(=O)N2CCCn3ccnc3C2c2ccccc2)n1 (configuration not stated) | -17%
84 | Cc1ccc(OCCSc2nc3ccccc3n2CC(=O)NC(C)C)cc1 | 3%
85 | N#CC1CCN(C(=O)c2nc(-c3ccc(Cl)cc3Cl)c3ccccn23)CC1 | ?
86 | COC(=O)c1sccc1S(=O)(=O)N1CCN(c2ccc(C(C)=O)cc2)CC1 | 8%
87 | O=C(NCCN1CCNC1=O)c1cnc2n1CCN(Cc1nccs1)CC2 | 11%[44.1 µM]
88 | CC(C)c1ccc(CNc2nc(-c3ccco3)nn2S(=O)(=O)c2ccccc2)cc1 | ?
89 | Cc1ccc(OCc2nc(C3CN(C(=O)c4ccc(Cn5nc(C)cc5C)o4)C3)no2)cc1 | i
90 | Cc1ccc(NC(=O)C(Cc2ccccc2)NS(=O)(=O)c2ccc3c(c2)CCC(=O)N3)cc1 (configuration not stated) | ?

The list goes on.
# | SMILES | Pf Dd2 inh
91 | O=C(c1cccc(C(F)(F)F)c1)N1CCC(Oc2ncccc2C(=O)N2CCCCC2)C1 (configuration not stated) | i
92 | CN(C)CCNC(=O)C(=O)NCC(c1cccnc1)N1CCN(c2ccc(F)cc2)CC1 (configuration not stated) | -15%
93 | COc1cccc(CN2CC[C@@H]3C(=O)NCCCCCCN(Cc4ccncc4)[C@@H]3C2)c1 | ?
94 | COCCN1C(=O)c2ccccc2C(C(=O)Nc2nc(C)cs2)C12CCCCC2 (configuration not stated) | ?
95 | CC1(C)[C@H]2CC[C@@H](CNC(=O)c3ccccc3)[C@@H]1C2 | -12%[44.1 µM]
96 | O=C(c1ccn[nH]1)N(CC1CCN(Cc2ccccc2F)CC1)CC1CCCO1 (configuration not stated) | 2%
97 | Cc1cc(C(=O)Nc2ccc(-n3c(C)nc4ccccc4c3=O)cc2)ccc1[N+](=O)[O-] | -4%
98 | COc1cccc(C(=O)Nc2ccc(-c3nc4ccc(C)cc4s3)cc2)c1OC | i
99 | Cc1ccc(CN2C(=O)[C@@H]3C[C@@H](O)CN3C3(CN(CC(C)(C)C)C3)C2=O)o1 | i
100 | Cc1ccsc1C(=O)NC1CCN(c2cc(-c3ccccc3)[nH]n2)C1 (configuration not stated) | -13%
101 | CC(=O)c1ccc(NC(=O)O[C@@H]2CO[C@H]3[C@@H]2OC[C@@H]3NC(=O)Nc2ccc(Oc3ccccc3)cc2)cc1 | i
102 | CCC(=O)NC[C@H]1Cn2cc(-c3ccccc3)nc2CO1 | i
103 | Cc1ccccc1Nc1c(-c2ccc(Cl)s2)nc2c(C)cccn12 | -11%
104 | COc1cccc(CC(=O)NCC2CCCCC(=O)N2)c1 (configuration not stated) | -1%
105 | O=C(NC1CCN(Cc2ccccc2)CC1)C1CCc2ncc(-c3ccsc3)n2C1 (configuration not stated) | 8.9µM*

The list goes on:
# | SMILES | Pf Dd2 inh
106 | O=C(N1[C@H]2CC[C@@H]1c1cnc(-c3ccc(F)cc3)nc1C2)C1(c2ccccc2)CC1 | ?
107 | Cn1c(=O)c2nc(SCC(=O)Nc3cc(Cl)cc(Cl)c3)n(C)c2n(C)c1=O | 48%[activator]
108 | O=C(NCc1cc2n(n1)CCNC2)c1ccc(Cn2cnnn2)cc1 | 15%
109 | COc1cc(NC(=O)C2CCCN(S(=O)(=O)c3ccc4c(c3)CCCC(=O)N4)C2)cc(OC)c1 (configuration not stated) | -30%

Not all compounds are listed. The share of hits here may be higher or lower than overall.
